Source: PubChem BioAssay (Sanford-Burnham Center for Chemical Genomics)
UPR CHOP act = apoptotic UPR (CHOP) activation; CHO-CHOP luciferase reporter, luminescence; percent of tunicamycin response over DMSO baseline; AID 449763; activation, % at 10 µM; 330,000 tested, 0.34% active;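 active means at 10 µM dose, activation of 40% or more, normalized to positive control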;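 further: 100% = tunicamycin at 10 µg/mL and 0% = DMSO alone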
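Test system: CHO-CHOP cells, stable luciferase reporter of PERK-eIF2a-CHOP signalling | Quantity: 500 CHO-CHOP cells per well | Buffer or medium: F12 plus 10% serum | Compound dosing: 10 µM single point, 0.5% DMSO | Schedule: 6 h compound treatment, 37 °C | Signal: Luciferase luminescence | Control set: Tunicamycin high control, DMSO low control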
TIM10 inh = growth inhibitors of TIM10 yeast strain; S. cerevisiae TIM10 strain growth, BacTiter-Glo luminescence, 24 h; inhibition, % at 10 µM; 330,000 tested, 1.4% active; AID 463195;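 active means inhibition of 40% or more at the single tested concentration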;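 further: wild-type TIM10 isogenic control strain grown at permissive 25 °C; 0% = DMSO yeast wells and 100% = minimal medium wells without yeast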
APJ agonist = agonists of human APJ apelin receptor. activation, % at 20 µM. P35414. CHO-K1 APJ PathHunter beta-arrestin, luminescence; 0% DMSO wells, 100% apelin. 330,000 tested, 0.11% active;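 active means activation more than six SD over the plate average, tested at 20 µM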;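 further: 0% = DMSO alone and 100% = apelin-13 at 10 nM; some results filed as inactive read as strong as hits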
Target sequence (P35414 whole entry, looked up): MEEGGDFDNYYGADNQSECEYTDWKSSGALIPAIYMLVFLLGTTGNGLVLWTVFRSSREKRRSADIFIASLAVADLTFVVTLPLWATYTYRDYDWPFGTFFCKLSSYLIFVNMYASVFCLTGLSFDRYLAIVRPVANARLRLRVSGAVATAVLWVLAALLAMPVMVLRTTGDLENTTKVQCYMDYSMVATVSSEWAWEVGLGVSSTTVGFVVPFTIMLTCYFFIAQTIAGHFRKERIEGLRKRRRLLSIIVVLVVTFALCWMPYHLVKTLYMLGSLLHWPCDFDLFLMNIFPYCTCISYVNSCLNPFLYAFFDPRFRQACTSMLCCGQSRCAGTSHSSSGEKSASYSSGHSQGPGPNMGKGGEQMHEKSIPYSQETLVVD
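Assay system – PathHunter CHO-K1 APJ (AGTRL-1) beta-arrestin reporter cells · Compound – one dose, 20 µM compound, 1% DMSO · Timing – compound 90 min 25 °C, reagent 1 h · Measured by – luminescence from split beta-galactosidase complementation, Galacton Star/Emerald II substrate · Measure – beta-arrestin recruitment to APJ as agonist activity, luminescent signal · Benchmarks – DMSO vs Apelin-13 10 nM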
XBP1 UPR activ = activators of adaptive arm of unfolded protein response (XBP1); CHO-XBP1 luciferase reporter, IRE1-XBP1 UPR activation, luminescence; percent of tunicamycin response, DMSO as zero; activation, % at 20 µM; 330,000 tested, 0.33% active; AID 463104;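 active means versus positive control, 20 µM dose yields 30% or more activation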;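 further: 100% = tunicamycin at 10 µg/mL and 0% = DMSO only wells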
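Material – CHO cell line with stable XBP1 luciferase reporter · Buffer or medium – F12 plus 10% FBS · Compound – single point, 20 µM final compound, 1% DMSO · Schedule – 16-18 h cell attachment at 37 °C, then 6 h compound exposure · Signal – Steady-Glo luminescence read · Benchmarks – high control tunicamycin 10 µg/mL final, low control DMSO vehicle only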
APJ antag = APJ receptor antagonism. P35414. CHO-K1 APJ beta-arrestin complementation, luminescence. inhibition, % at 20 µM. 330,000 tested, 0.32% active. AID 2521;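 active means inhibition above about 40% at 20 µM, limit read from the data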;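 further: cells challenged with 10 nM apelin-13 agonist together with compound; plate controls were apelin-13 plus DMSO wells for no effect and DMSO wells lacking apelin-13 for full effect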
Mdm2-MdmX inh = inhibitors of human Mdm2/MdmX interaction; 330,000 tested, 3% active; AID 485346; inhibition, % at 8 µM; O15151+Q00987; SaOS-2 split-luciferase Mdm2/MdmX complementation, luminescence;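 active means inhibition of at least 50% at 8 µM in the primary screen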
tim10-1 inh = growth inhibitors of tim10-1 mutant yeast; S. cerevisiae tim10-1 ts strain growth, BacTiter-Glo, 24 h; 330,000 tested, 2.2% active; AID 463190; inhibition, % at 20 µM;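 active means inhibition of at least 40%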;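 further: mutant grown at 25 °C; 0% = DMSO wells with yeast and 100% = wells holding no yeast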
CXCR6 block = inhibitors of human CXCR6 receptor | O00574 | CHO-K1 PathHunter CXCR6 beta-arrestin, luminescence | inhibition, % at 20 µM | 360,000 tested, 0.36% active; in the data active means inhibition above about 34%, passing the limit was not always enough;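 further: antagonist mode with CXCL16 agonist at 10 nM final; 0% = 10 nM CXCL16 with DMSO and 100% = unstimulated wells without agonist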
Target sequence (O00574 whole entry, looked up): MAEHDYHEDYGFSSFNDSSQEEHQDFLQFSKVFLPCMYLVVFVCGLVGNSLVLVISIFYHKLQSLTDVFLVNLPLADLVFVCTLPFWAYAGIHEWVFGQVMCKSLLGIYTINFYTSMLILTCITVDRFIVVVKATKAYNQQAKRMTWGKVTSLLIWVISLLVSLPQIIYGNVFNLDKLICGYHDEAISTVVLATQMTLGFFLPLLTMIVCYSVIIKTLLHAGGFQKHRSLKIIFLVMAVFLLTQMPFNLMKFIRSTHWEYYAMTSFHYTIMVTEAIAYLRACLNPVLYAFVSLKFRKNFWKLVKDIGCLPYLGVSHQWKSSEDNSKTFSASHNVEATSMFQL
tim23-1 inh = growth inhibitors of tim23-1 mutant yeast; S. cerevisiae tim23-1 growth, BacTiter-Glo luminescence, 24 h; AID 463212; 330,000 tested, 1.3% active; inhibition, % at 20 µM;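 active means growth inhibition of the mutant yeast at or above 50%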;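 further: temperature-sensitive mutant grown at 25 °C; plate controls were DMSO-treated mutant yeast for no effect and medium wells lacking yeast for full effect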
An asterisk follows results filed as active; nt = not tested or not shown. Some of the compounds tested; the hit share may differ from the screen's.

SMILES	UPR CHOP act	TIM10 inh	APJ agonist	XBP1 UPR activ	APJ antag	Mdm2-MdmX inh	tim10-1 inh	CXCR6 block	tim23-1 inh
CCOc1ccc(OCC(=O)N2CCOCC2)cc1	0.9	-19.5	0.7	-3.0	9.1	17.8	-11.8	-1.5	2.8
Cc1cc(C(=O)CSc2nnnn2C)c(C)n1-c1cccc(F)c1	2.5	-11.9	0.2	4.0	-9.5	-86.0	23.0	2.8	24.5
Cc1cccc(NC(=O)c2ccc(S(=O)(=O)N3CC(C)OC(C)C3)cc2)n1 (stereo not drawn)	0.2	-2.0	-1.2	-3.0	17.9	14.7	-8.4	6.0	0.8
COc1cccc(CNC(=O)CCC2CCCN(C(=O)c3cccnc3SC)C2)c1 (stereo not drawn)	1.0	3.1	-0.3	-3.6	12.2	25.3	17.6	-24.2	7.6
Cc1ccc(-c2nc3c(c(SCC(=O)N4CCOCC4)n2)COC(C)(C)C3)cc1	0.8	-10.3	-3.2	-2.8	-12.2	7.1	-19.9	0.8	1.4
CC(=O)c1ccc(NC(=O)C[n+]2ccc(N(C)C)cc2)cc1	1.6	-7.4	-4.8	-3.7	10.1	18.7	5.7	-0.9	2.4
N#Cc1nc(-c2ccccc2)oc1NCc1ccco1	-0.3	-4.8	-3.2	5.8	4.5	19.1	33.6	1.0	35.0
CCn1c(SCC(N)=O)nnc1C(C)C	0.4	-1.9	-1.6	-2.0	2.4	21.0	-3.9	-9.0	-2.3
CC(C)[C@H](NC(N)=O)C(=O)Nc1cccc(S(=O)(=O)N2CCOCC2)c1	-0.7	-4.6	-2.5	-6.3	2.1	-4.2	-0.3	5.1	-1.7
CC1(C)CC(NS(=O)(=O)c2ccc(C(C)(C)C)cc2)CC(C)(C)N1	1.6	-6.1	-0.7	-0.7	-2.4	9.4	-11.3	1.3	-4.7
CCNC(=S)N1N=C2c3ccccc3CCC2C1c1ccc(F)cc1 (stereo not drawn)	-0.9	3.9	0.5	0.5	-10.1	43.5	21.9	2.9	6.8
C[C@@]12C(=O)N(c3cccc(F)c3)C(=O)N1[C@H](c1ccc(F)cc1)[C@@H]1C(=O)N(C3CCCCC3)C(=O)[C@@H]12	1.4	6.1	-0.1	-1.0	0.3	-31.5	23.0	-5.1	20.8
COc1ccc2c(C(=O)CN3CCN(c4ccccc4)CC3)c[nH]c2c1	0.0	-12.7	-2.9	-2.6	-20.3	14.5	19.5	-3.1	-8.7
CC(C)(CNS(=O)(=O)c1ccc(F)cc1)CNS(=O)(=O)c1ccc(F)cc1	0.4	-11.7	-0.9	-4.3	-4.7	6.3	10.8	-3.6	-4.6
CCOc1ccccc1NC(=O)C1CCCN1C(=O)c1cccs1 (stereo not drawn)	-0.6	8.1	-5.2	-3.3	20.6	0.5	8.7	-4.4	17.7
COc1ccc(CNCCC(c2ccc(OC(C)C)cc2)C(C)C)cc1OC (stereo not drawn)	-1.8	3.7	-5.3	-2.1	-15.9	77.2*	20.8	2.1	5.3
COc1ccc(-c2cc(C(=O)NC(Cc3c[nH]c4ccccc34)C(=O)O)c(C)o2)cc1OC (stereo not drawn)	2.0	6.0	1.1	-2.6	7.3	-8.9	26.7	-1.5	15.4
Cc1cc2c(cc1C)NC(c1cccnc1)C1=C(CC(C)(C)CC1=O)N2 (stereo not drawn)	-2.3	-10.6	-2.3	3.0	17.7	7.6	0.7	9.1	0.3
CCN1CCN(S(=O)(=O)c2ccc(Cl)c(C(=O)NC(C)c3ccccc3Cl)c2)CC1 (stereo not drawn)	2.1	-1.4	-1.2	0.1	5.3	-4.7	14.0	13.2	-2.4
COc1ccc(N2CCN(C3CCCN(Cc4cccc(C)c4)C3)CC2)cc1 (stereo not drawn)	0.5	-3.8	-3.3	-1.5	21.1	5.6	-10.4	0.4	-29.0
Cc1ccc(N2C(=O)N(CC(=O)Nc3ccc(F)c(F)c3)C(=O)C2C)cc1 (stereo not drawn)	2.6	-8.3	1.5	-2.6	19.4	9.8	-25.4	-0.6	9.9
CC(C)(C)NC(=O)NC(=O)CSc1nnc(COc2ccccc2Cl)o1	-0.8	18.0	-0.6	-3.0	-11.3	-4.7	20.5	-16.2	22.3
COCCOC1CCN(C(=O)C2CCC(=O)N(CCc3ccccc3)C2)CC1 (stereo not drawn)	0.6	-0.1	-4.0	-4.0	9.8	13.1	2.3	2.4	-0.9
CCCCC1=C([O-])C2N=CC=CC2=[N+](c2ccccn2)C1=O (stereo not drawn)	3.3	12.4	0.5	0.3	1.9	4.1	6.7	-12.6	7.8
COCCCNC(=O)CC1C[C@H](C(=O)N2CCOCC2)[C@@]2(CCC3CCCC3)c3[nH]c4ccc(OC)cc4c3CCN2C1=O (stereo partly drawn)	-0.8	5.7	nt	2.7	nt	13.2	13.8	-1.0	34.8
COc1ccc(C)cc1NC(=O)CSc1ccc(Cl)cc1	-1.0	24.1	-3.4	-0.1	-9.0	16.5	21.1	-5.2	-3.7
CCC(Sc1ccc2nnc(-c3cccnc3)n2n1)C(=O)O (stereo not drawn)	-0.9	3.3	1.7	2.7	5.1	0.3	8.1	7.9	-7.1
Cc1cc(Cl)c(OCCCn2ccnc2)c(Br)c1	1.3	-12.5	-2.3	1.9	-37.2	-2.3	23.8	0.6	-0.7
CN1CCC(=NNC(=O)C(=O)NC2CCCCC2)CC1	0.8	9.5	-3.4	-2.1	-11.1	14.2	15.4	2.5	6.4
N/C(=N\OC(=O)CCC1CCCC1)c1cccc([N+](=O)[O-])c1	0.4	39.0	3.3	-1.5	1.8	-3.5	47.8*	-5.2	50.1*
Nc1ccccc1O	-1.4	-43.6	5.0	4.4	-48.7	33.0	-43.9	-6.9	-26.2
COc1ccc(OC)c(NC(=O)CSc2nnc(-c3cccnc3)s2)c1	2.8	-12.8	4.1	-3.1	-8.5	19.4	0.3	1.0	4.6
O=C(CSc1nc2ccccc2o1)N/N=C/c1ccccc1C(=O)O	0.4	-5.2	-0.8	-1.8	-40.6	-11.7	9.9	-5.5	16.3
O=C(COC(=O)c1cncc(Br)c1)NCc1ccccc1	0.9	16.6	0.5	-3.1	-2.8	-3.8	7.6	0.5	-9.7
CN1CCN(C(=O)c2ccccc2NC(=O)c2ccccc2Br)CC1	-1.9	0.7	6.5	-2.8	4.1	5.8	-5.2	-3.0	6.8
CCOC(=O)Cn1cnc2c(nnn2-c2ccc(C)cc2)c1=O	0.1	-15.9	0.7	-0.6	11.1	11.6	12.7	4.8	22.5
Cc1ccccc1NC(=S)NC(=O)COc1ccccc1C	3.2	20.5	0.1	-3.1	10.8	18.9	26.9	-5.1	33.5
Cc1ccc2nc(-c3sc4nc(C)ccc4c3N)[nH]c2c1	3.5	62.9*	-0.7	0.0	-11.4	-204.6	18.6	-11.8	34.8
CCn1nc(C(=O)OCC(=O)Nc2ncc(Cl)c(C)c2Cl)c2ccccc2c1=O	-0.3	16.1	-2.8	-3.2	-6.1	-16.0	21.4	7.6	11.5
FC(F)(F)c1cc(-c2ccccc2)nc2ncnn12	1.4	17.2	1.6	-0.3	18.1	1.1	16.7	-0.9	18.8
Cc1cc(F)ccc1NC(=O)c1cnccn1	-0.8	-3.9	-1.9	-0.9	10.1	10.1	7.2	-2.8	10.6
CCN(CC)CCNC(=O)c1ccc(NC(=O)c2ccc(COc3ccccc3)cc2)cc1	3.8	-0.1	-0.5	-1.9	16.5	82.7*	4.8	-3.4	8.2
COc1ccc(N2CCN(Cc3nc4sc(C)c(C)c4c(=O)[nH]3)CC2)cc1	-1.9	15.6	-1.9	-0.5	13.0	-5.5	7.6	-2.1	-1.3
COc1ccc(/C=N/Nc2cc(C)nc(N3CCOCC3)n2)c(OC)c1	1.7	-12.9	0.9	-0.2	-5.7	15.9	-8.7	1.4	1.5
O=C(Nc1ccc2ccccc2n1)Nc1ccccc1F	1.2	16.0	-0.8	2.5	4.8	-13.4	25.7	-0.7	19.8
Cc1ccc(-n2nc3c(=O)n(CC(=O)NCc4ccccc4Cl)nc(C)c3c2C)cc1	2.2	-9.1	-4.4	-4.6	15.0	23.5	4.7	5.5	-5.3
O=C(CN1C(=O)NC2(CCCCCCC2)C1=O)NCc1ccccc1Cl	-0.3	6.3	-4.7	-0.2	2.5	15.3	-4.4	5.9	-5.6
COc1ccc(C(=O)c2sc(Nc3ccccc3)nc2C)cc1	1.8	14.0	-3.2	6.7	13.2	-10.2	11.5	7.5	25.6
Cn1cc(C(=O)N2CCCCC2)c(=O)c2cc(S(=O)(=O)N3CCCC3)ccc21	0.1	0.0	1.1	-3.1	8.8	3.2	9.2	2.1	0.5
COc1ccc(OC)c(NC(=O)NCCc2c[nH]c3ccccc23)c1	0.1	-1.6	-1.3	-4.0	9.3	-2.8	5.3	1.2	17.5
O=C(CCC1COc2ccccc2O1)NCc1ccccc1 (stereo not drawn)	-1.1	12.9	-1.8	-0.5	6.4	3.8	19.4	4.9	1.0
O=C(COC(=O)c1ccc(Cl)nc1)NC1CCCc2ccccc21 (stereo not drawn)	-1.2	-23.1	0.2	-1.3	11.3	7.1	0.2	-1.4	-7.1
CCOc1ccc(C(=O)N2CCCC2)cc1	-0.9	-12.9	3.9	-1.2	-3.7	19.8	4.1	-9.9	10.8
O=C(O)c1ccc(NS(=O)(=O)c2cc(C(=O)O)ccc2Br)cc1	-1.5	4.1	1.9	-5.1	-38.6	-3.9	-9.8	-3.4	3.3
COc1cccc(CCC(=O)Nc2cccc(S(=O)(=O)N3CCCC3)c2)c1OC	-2.6	1.2	-1.8	-1.4	-4.2	-3.5	15.2	-9.3	0.7
COc1ccc(C(=O)NCCNC(=O)c2cc(OCC(F)(F)F)ccc2OCC(F)(F)F)cc1	-1.7	-11.7	-1.8	0.6	2.6	15.0	-3.8	8.5	-14.1
CCOC(CCNC(=O)c1cc(-c2cccs2)nc2ccccc12)OCC	-0.6	10.4	2.1	-6.0	2.6	16.3	4.2	0.9	14.0
COc1ccc(/C=C(\C#N)C(=O)c2cccn2C)cc1	1.7	11.1	-0.1	3.8	8.5	4.1	19.7	3.4	14.0

Entries above that contain two or more sulfur atoms (two):
SMILES	UPR CHOP act	TIM10 inh	APJ agonist	XBP1 UPR activ	APJ antag	Mdm2-MdmX inh	tim10-1 inh	CXCR6 block	tim23-1 inh
CC(C)(CNS(=O)(=O)c1ccc(F)cc1)CNS(=O)(=O)c1ccc(F)cc1	0.4	-11.7	-0.9	-4.3	-4.7	6.3	10.8	-3.6	-4.6
COc1ccc(OC)c(NC(=O)CSc2nnc(-c3cccnc3)s2)c1	2.8	-12.8	4.1	-3.1	-8.5	19.4	0.3	1.0	4.6
